# Screening data deposited in PubChem by Broad Institute.
# DENV2 CPE rescue – inhibitors of DENV2 cytopathic effect, primary screen, cell-based, plate reader, single concentration | AID 651640, 2012 | DENV2-infected cells, cytopathic effect rescue | hit rate 1.7% among 350,000 | CPE inhibition, % at 9.99 µM; in the data active means CPE inhibition above about 20%, passing the limit was not always enough; inconclusive means no clear call, values can overlap the other calls; tested in BHK-21 cells;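 further: 0% = median of neutral control wells and 100% = median of positive control wells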
# ERp5 inh – inhibitors of ERp5-driven insulin aggregation, primary screen, biochemical, turbidity, absorbance 650 nm, single point; Protein disulfide-isomerase A6 (Homo sapiens), Q15084; 90 min; inhibition, % at 9.99 µM; hit rate 0.05% among 350,000;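 active means mean replicate inhibition above about 25%, with every replicate also reaching it, limit read from the data, passing the limit was not always enough; inconclusive means only one of those two criteria met; inactive means neither criterion met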
# Target sequence (Q15084 whole entry, looked up): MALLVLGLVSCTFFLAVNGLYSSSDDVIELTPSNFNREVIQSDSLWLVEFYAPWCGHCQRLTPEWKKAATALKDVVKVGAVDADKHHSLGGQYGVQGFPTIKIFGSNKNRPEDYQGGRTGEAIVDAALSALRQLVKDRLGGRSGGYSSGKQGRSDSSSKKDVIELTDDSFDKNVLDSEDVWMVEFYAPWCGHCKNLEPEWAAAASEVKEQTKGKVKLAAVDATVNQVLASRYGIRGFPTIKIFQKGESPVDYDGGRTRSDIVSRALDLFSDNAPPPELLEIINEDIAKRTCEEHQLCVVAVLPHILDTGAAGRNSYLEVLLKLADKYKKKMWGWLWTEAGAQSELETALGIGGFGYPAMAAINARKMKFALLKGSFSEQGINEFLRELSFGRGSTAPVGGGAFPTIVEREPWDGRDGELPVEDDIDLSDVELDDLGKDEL
# S100A4 inh HTS – inhibitors of S100A4-myosin IIA peptide binding, primary screen, biochemical, fluorescence polarization, TAMRA-MyoIIA peptide; inhibition, % at 10.7 µM; hit rate 0.14% among 360,000; AID 652163, 2013;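 active means mean inhibition of at least 70% across replicates, with every replicate also reaching that level; inconclusive means mean inhibition reaches 70% but some replicates fall short; inactive means mean inhibition below 70%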
#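 System – human S100A4 monomer protein, biochemical binding assay · Buffer or medium – Calcium-containing HEPES buffer, pH 7.2 · Timing – 5 min between mix addition and reading · Also added – TAMRA-labelled myosin IIA heavy-chain peptide probe, 5 nM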
# E-sel inducer – E-selectin induction in HUVECs, primary screen, imaging, HUVEC, immunofluorescence imaging, single point; P16581; activation, % at 7.58 µM; AID 686992, 2013; hit rate 0.37% among 260,000; normalized: neutral wells 0, TNF-alpha wells 100;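 active means mean E-selectin-positive cell signal at least 10% of the positive control, reached in at least 60% of replicates, without over 20% cell loss; inconclusive means no rule given, readout overlaps actives, possibly toxicity-flagged; inactive means the rest, including those meeting only one limit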;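 further: in these data hits start at about 27%; measured in HUVEC primary endothelial cells; signal is the percent of cells scored E-selectin positive by PE staining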
# Target sequence (P16581 whole entry, looked up): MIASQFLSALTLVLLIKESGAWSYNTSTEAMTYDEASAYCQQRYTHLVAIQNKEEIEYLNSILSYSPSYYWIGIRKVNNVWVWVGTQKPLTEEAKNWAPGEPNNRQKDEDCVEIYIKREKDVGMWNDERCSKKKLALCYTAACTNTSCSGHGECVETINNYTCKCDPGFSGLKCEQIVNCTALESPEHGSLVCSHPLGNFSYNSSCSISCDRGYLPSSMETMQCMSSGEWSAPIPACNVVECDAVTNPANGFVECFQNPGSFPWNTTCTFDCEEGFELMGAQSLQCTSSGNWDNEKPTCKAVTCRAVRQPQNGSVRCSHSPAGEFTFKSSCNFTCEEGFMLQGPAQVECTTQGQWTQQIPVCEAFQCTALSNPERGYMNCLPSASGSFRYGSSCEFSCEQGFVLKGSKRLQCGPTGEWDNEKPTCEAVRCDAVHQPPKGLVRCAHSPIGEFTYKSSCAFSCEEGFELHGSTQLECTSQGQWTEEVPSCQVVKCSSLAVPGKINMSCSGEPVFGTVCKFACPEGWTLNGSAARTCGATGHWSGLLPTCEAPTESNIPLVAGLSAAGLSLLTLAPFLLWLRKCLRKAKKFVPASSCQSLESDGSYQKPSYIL
#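 Assay system: HUVEC, human umbilical vein endothelial cells / Amount: 3,000 HUVEC/well / Controls: TNF-alpha positive control, DMSO neutral control / Compound dosing: single concentration / Medium: EGM-2 over gelatin coat / Evaluation: percent E-selectin-positive cells / Signal: immunofluorescence imaging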
# C2C12 statin – suppressors of statin myotoxicity in C2C12 myotubes, primary screen, cell-based, single point, plate reader; rescue of ATP level, % at 7.49 µM; C2C12 myotubes + simvastatin, ATP luminescence, 48 h; scaled: DMSO 0, geranylgeraniol control 100; hit rate 0.78% among 330,000;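 active means mean ATP rescue above about 67%, or every replicate alone reaching that limit, limit read from the data, passing the limit was not always enough; inconclusive means no clear call, values can overlap the other calls; inactive means mean under the limit and some replicate under it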;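 further: myotubes were challenged with 10 µM simvastatin during compound exposure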
# PglD inh – C. jejuni PglD acetyltransferase inhibitors, primary screen, biochemical, DTNB colorimetric, single point; UDP-N-acetylbacillosamine N-acetyltransferase PglD (Campylobacter jejuni); purified PglD enzyme, DTNB colorimetric CoA detection; inhibition, % at 12.5 µM; hit rate 0.098% among 360,000; AID 602405, 2012; in the data active means inhibition above about 16%, passing the limit was not always enough; inconclusive means no clear call, values can overlap the other calls; further: strong numbers were not always called active
# SIRT5 block – SIRT5 desuccinylase inhibitors, primary screen, biochemical, fluorescence imaging, single point, set 5; Purified SirT5, succinyl-peptide AMC, trypsin-coupled fluorescence; inhibition, % at 15 µM; hit rate 1.1% among 330,000; in the data active means inhibition above about 15%; inconclusive means no clear call, values can overlap the other calls
# * = called active by the depositor; ? = inconclusive; . = no result given; & = joins results of further samples. These rows are one share of the data (hit frequency here may not be typical).
SMILES,DENV2 CPE rescue,ERp5 inh,S100A4 inh HTS,E-sel inducer,C2C12 statin,PglD inh,SIRT5 block
C[C@H](CO)N1C[C@H](C)[C@@H](CN(C)C)Oc2cc(-c3ccc(C#N)cc3)ccc2S1(=O)=O,13,-3,4,0.3,-13,2,-3
CCc1cc(C(=O)Nc2ccc(S(=O)(=O)NC3=NCCCCC3)cc2)sc1C,-15,8,-3,.,5,3,-1
O=C(CN1C(=O)NC(CCc2ccccc2)C1=O)Nc1ccccc1C(F)(F)F (stereo not given),11,2,-1,.,-3,0,-2
C[C@@H]1CN([C@@H](C)CO)C(=O)c2cccc(NC(=O)Nc3ccccc3)c2O[C@@H]1CN(C)C,-6,0,-6,-0.1,13,1,-3
Cc1cc(C)cc(NC(=S)N2CCCC2)c1,-6,0,-4,0.1,1,-2,-1
C[C@H]1CCCCO[C@H](CN(C)Cc2ccc(C(F)(F)F)cc2)[C@@H](C)CN([C@@H](C)CO)C(=O)c2cc(NC(=O)Cc3ccccc3)ccc2O1,-23,.,.,0.0,-113,6,.
COc1ccc(-n2ncc3c(SCC(=O)NNC(C)=O)ncnc32)cc1,9,2,-2,0.0,1,.,-3
COc1ccc(NC(=O)CN(C)C(C)C(=O)NC(=O)NC2CCCCC2)cc1 (stereo not given),?,-5,14,-0.1,1,-3,1
COc1ccc(OC)c(NC(=O)c2cnc3n(c2=O)CCS3)c1,?,3,-4,0.3,-8,-4,0
CCC1S/C(=N/N=C/c2ccco2)N(c2ccc(F)cc2)C1=O (stereo not given),8,0,3,-2.3,.,.,0
O=C(Nc1ccc(F)cc1)c1cc(S(=O)(=O)N2CCOCC2)cs1,5,4,-2,-0.7,.,2,1
CS(=O)(=O)c1ccc(C(=O)OCC(=O)Nc2cccc(S(=O)(=O)N3CCCC3)c2)cc1,-3,0,3,0.5,.,.,-2
O=C(O)CCN1C(=O)/C(=C\c2ccncc2)SC1=S,-1,1,-6,-1.8,21,3,2
C[C@H]1CN([C@@H](C)CO)C(=O)c2cc(C#Cc3ccncc3)cnc2O[C@H]1CN(C)C(=O)c1ccccc1F,-6,2,5,-0.2,16,-1,2
O=C(Nn1cnc2ccccc2c1=O)c1ccc(Br)cc1,-2,2,-4,0.7,-12,8,-17
O=C(Nc1c(C(=O)N2CCOCC2)oc2ccccc12)c1ccccc1Cl,3,-1,4,.,-11,-4,-1
Cc1oncc1C(=O)NC1CCCCC1,0,1,-88,0.1,1,-2,-2
Cc1ccccc1N1CCN(C2CCCN(C(=O)CCN3CCCCC3=O)C2)CC1 (stereo not given),-2,3,-2,.,6,-2,-1
C[C@H]1CCCCO[C@H](CN(C)CC2CC2)[C@@H](C)CN([C@@H](C)CO)C(=O)c2cc(NS(=O)(=O)c3ccccc3)ccc2O1,3,6,6,-0.2,.,.,4
CCCCN1CC[C@H]2C=CC[C@@H](C(=O)NCCc3ccccc3)[C@H]2C1=O,?,-2,0,20,12,5,.
COc1ccc2c3c([nH]c2c1)[C@@H](CO)N(C(=O)NC1CCCC1)CC31CN(C(=O)Nc2cccc(F)c2)C1,-7,4,6,0.2,.,.,1
Cc1noc(C)c1NC(=O)Nc1ccc2c(c1)CC(=O)N([C@@H](C)CO)C[C@@H](C)[C@H](CN(C)C(=O)Nc1ccc(F)cc1)O2,-8,-3,9,-0.5,-8,0,-1
COc1cc(OC)cc(C(=O)Nc2nc(-c3ccccc3)c(-c3ccccc3)o2)c1,9,0,-1,-0.7,.,.,0
O=C(O)CCCNC(=O)c1ccccn1,-7,-14,-3,1.2,.,.,-8
CC(=O)OC(C)C1C2=C(C(=O)CC1(C)O)C(=O)c1c(ccc(-c3ccc4c(c3O)C(=O)C3=C(C4=O)C(C(C)OC(C)=O)C(C)(O)CC3=O)c1O)C2=O (stereo not given),2,6,-6,.,.,.,2
O=C(CSc1nc2ccccc2c(=O)[nH]1)N1CCN(c2ccccc2F)CC1,3,3,7,0.3,3,-1,-4
COc1ccc(N2CCN(C(=O)C3(S(=O)(=O)c4ccc(C)cc4)CC3)CC2)cc1,-4,-3,5,-0.2,-3,7,-5
COc1ccc(NC(=O)Nc2ccc3c(c2)C(=O)N([C@@H](C)CO)C[C@H](C)[C@H](CN(C)Cc2ccncc2)OCCCC[C@H](C)O3)cc1,.,-3,5,2.0,.,2,1
O=C(Nc1cccc(C(=O)NC2CC2)c1)c1ccc(Cl)c(S(=O)(=O)N2CCOCC2)c1,5,-11,53,0.1,-9,-3,-3
Nn1c(SCc2ccc([N+](=O)[O-])cc2)nc2ccccc2c1=O,?,0,-1,.,18,1,-1
COC(=O)C1CN(C(=O)COc2ccc(C)c(C)c2)c2ccccc2O1 (stereo not given),-1,0,-3,-0.2,.,.,0
CNc1ccc(-c2ccccc2CO)cn1,11,-3,5,-0.4,6,1,.
COc1ccc(Br)c(Cn2c(C)c(C(=O)NCc3ccccc3C(F)(F)F)sc2=O)c1,4,-5,-1,.,15,3,.
CC(=O)Nc1ccc(-c2nnn(CC(=O)c3ccc(F)cc3)n2)cc1Cl,2,1,5,2.0,35,-2,-1
O=C(c1ccccn1)N1CC[C@@H]2[C@@H](CO)Nc3ccc(-c4ccccc4F)cc3[C@@H]21,21*,.,-5,0.5,8,1,.
C/C=C/c1ccc([C@H]2[C@@H](C#N)N(C(=O)CN3CCOCC3)[C@@H]2CO)cc1,0,-2,-1,-0.6,-5,-2,10
Cc1ccccc1OCC(=O)OC(C)C(=O)NC1CCCC1 (stereo not given),-4,-8,-8,.,-4,2,2
CCNC(=O)C1(C)CCN(C(=O)c2ccccc2F)C1 (stereo not given),14,3,-6,3.3,-37,-2,9
CO[C@H]1CC[C@@H]2CCN(C)C(=O)[C@H](C)[C@@H](OC)CN(C)C(=O)c3cc(C#N)ccc3OC[C@H]1O2,-3,1,47,0.0,5,0,2
COC(=O)[C@H](CCSC)NC(=O)Nc1cc(OC)cc(OC)c1,0,0,14,.,.,.,-2

# Reformatted: entries from further up.
Molecule	DENV2 CPE rescue	ERp5 inh	S100A4 inh HTS	E-sel inducer	C2C12 statin	PglD inh	SIRT5 block
COc1ccc(Br)c(Cn2c(C)c(C(=O)NCc3ccccc3C(F)(F)F)sc2=O)c1	4	-5	-1	.	15	3	.
O=C(O)CCCNC(=O)c1ccccn1	-7	-14	-3	1.2	.	.	-8
COc1ccc(N2CCN(C(=O)C3(S(=O)(=O)c4ccc(C)cc4)CC3)CC2)cc1	-4	-3	5	-0.2	-3	7	-5
CCNC(=O)C1(C)CCN(C(=O)c2ccccc2F)C1 (stereo not given)	14	3	-6	3.3	-37	-2	9
COc1cc(OC)cc(C(=O)Nc2nc(-c3ccccc3)c(-c3ccccc3)o2)c1	9	0	-1	-0.7	.	.	0
O=C(c1ccccn1)N1CC[C@@H]2[C@@H](CO)Nc3ccc(-c4ccccc4F)cc3[C@@H]21	21*	.	-5	0.5	8	1	.
O=C(Nc1cccc(C(=O)NC2CC2)c1)c1ccc(Cl)c(S(=O)(=O)N2CCOCC2)c1	5	-11	53	0.1	-9	-3	-3

# New compounds follow
SMILES,DENV2 CPE rescue,ERp5 inh,S100A4 inh HTS,E-sel inducer,C2C12 statin,PglD inh,SIRT5 block
CC(=O)Nc1ccc(S(=O)(=O)Nc2ccc(=O)n(Cc3ccc(Cl)c(Cl)c3)c2)cc1,3,-2,2,.,-3,6,0
Nc1c2c(nc3ccccc13)CCCC2,?,-4&3,-3&-2&-10,0.7&0.4,0&5,-3&-5&-6,-4&9
CCc1ccccc1NC(=O)CSc1nnc(-c2cc(C)[nH]n2)n1N,-3,.,9,.,17,-6,-2
O=C(C1CC(=O)N(c2ccc(Cl)cc2)C1)N1CCOCC1 (stereo not given),1,1,-1,0.1,14,-4,-6
O=C(CSc1ncnc2c1nnn2Cc1ccccc1F)NCC1CCCO1 (stereo not given),-6,4,-3,-1.4,.,-3,1
C#CCOc1ccc(/C=C2/C(=O)ON=C2C)cc1OCC,1,0,1,0.1,-14,5,-2
CC(=O)Oc1cccc(/C=C2\C=C(c3ccc(C)cc3)OC2=O)c1,-1,5,-3,.,.,.,-1
COCCNC(=O)C(C)OC(=O)C1=Cc2ccccc2OC1 (stereo not given),6,-3,-4,.,.,.,2
COc1ccc(OC)c(CCNC(=O)c2cccc(NC(=O)C3=C(C)OCCS3)c2)c1,9,-4,2,.,-26,-4,-3
COc1ccc(-c2ccc([C@H]3[C@H](CO)N4C(=O)CNC[C@@H]34)cc2)cc1,11,4,-22,-0.7,.,.,1
Cc1c(C(=O)NCCCN2CCOCC2)sc2nc(-c3ccc(F)cc3)cn12,.,-5,3,.,-13,6,0
COc1ccc(NC(=O)CSc2ccc3c(c2)OCCO3)cc1,16,7,-3,0.0,2,-1,0
O=S(=O)(c1ccc(F)cc1)N1CCCCN2[C@H](CO)[C@@H](c3ccc(-c4ccccc4)cc3)[C@@H]2C1,-4,-6,-2,-0.8,.,3,11
COCC#Cc1ccc([C@@H]2[C@H]3CN(C(=O)COC)CCCCN3[C@H]2CO)cc1,-4,-4,-11,-0.4,.,2,0
COc1cccc(NC(=O)c2cccc(N3C(=O)C4C5C=CC(C5)C4C3=O)c2)c1 (stereo not given),1,3,0,.,7,3,2
COc1cccc(-c2cnc3c(NC(C)=O)cc(-c4cc(OC)c(OC)c(OC)c4)cn23)c1,10,6,-4,-0.2,-3,4,.
Cc1cc(C(=O)NNC(=O)C(C)NS(=O)(=O)c2ccccc2F)c(C)o1 (stereo not given),-5,1,-2,2.6,10,-3,-7
Cc1cc(OCC(=O)Nc2cc(S(=O)(=O)N3CCOCC3)ccc2N2CCCC2)ccc1C(C)C,-4,8,-4,.,.,.,0
COC(c1ccccc1)c1nnc(CCC(=O)NCCC(C)C)o1 (stereo not given),2,7,2,.,.,.,-1
N#Cc1nc(-c2ccccc2)oc1NCC1CCCO1 (stereo not given),-4,-3,-9,0.4,.,.,-27
Cc1cccc(CS(=O)(=O)c2cn(CC(=O)N3CCOCC3)c3ccccc23)c1,4,-3,-2,.,6,8,-3
Cn1c(SCCN2CCOCC2)nc2sc3c(c2c1=O)CCCC3,-7,2,0,.,4,3,-3
CC(=O)CSc1nc(N(C)C)nc(N(C)C)n1,1,16,0,4.5,.,.,-2
CC(NC(=O)Nc1nnc(C(F)(F)F)s1)N1C(=O)C2C3C=CC(C3)C2C1=O (stereo not given),.,1,-3,.,-2,-1,-1

# Records listed above marked active in DENV2 CPE rescue.
SMILES	DENV2 CPE rescue	ERp5 inh	S100A4 inh HTS	PglD inh	SIRT5 block
O=C(c1ccccn1)N1CC[C@@H]2[C@@H](CO)Nc3ccc(-c4ccccc4F)cc3[C@@H]21	21*	.	-5	1	.

# Some of the entries above in another layout.
Cn1c(SCCN2CCOCC2)nc2sc3c(c2c1=O)CCCC3
- DENV2 CPE rescue: -7
- ERp5 inh: 2
- S100A4 inh HTS: 0
- E-sel inducer: .
- C2C12 statin: 4
- PglD inh: 3
- SIRT5 block: -3

CC(=O)CSc1nc(N(C)C)nc(N(C)C)n1
- DENV2 CPE rescue: 1
- ERp5 inh: 16
- S100A4 inh HTS: 0
- E-sel inducer: 4.5
- C2C12 statin: .
- PglD inh: .
- SIRT5 block: -2
